Compound activity: PubChem BioAssay, The Scripps Research Institute Molecular Screening Center
PAD4 inhibitors = blockers of protein arginine deiminase 4 – biochemical, fluorescence polarization, primary screen (AID 463073); recombinant PAD4, RFA probe fluorescence polarization; stronger effect = higher value; inhibition, % at 5 µM; 2,000 tested, 0.5% active;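 active = inhibition above 30%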;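 also: 0% = PAD4 with DMSO and 100% = wells lacking PAD4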
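system = recombinant PAD4 | amount = PAD4 at 2 µM in dispensed buffer, before additions | incubation = 30 min 25 °C preincubation, 5 h 37 °C labeling | measured by = FP, ex 525 nm, em 598 nm | replication = single well per compound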
An asterisk follows results filed as active; & = joins results of further samples.

SMILES	PAD4 inhibitors
CNCCCN1c2ccccc2CCc2ccccc21	-8.6
Cc1ccc(N(CC2=NCCN2)c2cccc(O)c2)cc1	5.7&5.4&-4.6

Not all compounds are listed; the hit share may differ from the screen's.
